Bioassay records deposited in PubChem BioAssay by National Center for Advancing Translational Sciences (NCATS).
Coupling enz: qHTS Assay for Inhibitors of Fructose-1,6-bisphosphate Aldolase from Giardia Lamblia: Coupling assay counterscreen; coupling enzyme system counterscreen, AmpLite Red fluorescence; hit rate 0.67% among 290,000; AID 2472, 2010; activity change, negative = inhibition, % at 58.2 µM, hits read low; in the data active = activity change below about -30%; note: % is set by controls: 0 for no effect and ±100 for the full control effect
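Counterscreen lacking aldolase: glyceraldehyde-3-phosphate coupling-enzyme reagent preincubated 10 min at RT with compound (at 57.5 uM final), then substrate/coupling system with AmpLite Red added; fluorescence read at 525/598 nm after 20 min RT.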
TRPV1 ag: HTS Assay for Compounds that Act as Agonists of the Vanilloid Receptor 1 | TRPV1-expressing cells, Fluo-8 calcium influx, agonist mode | activation, % at 8.33 µM | Transient receptor potential cation channel subfamily V member 1 (Homo sapiens), Q8NER1 | hit rate 0.19% among 320,000 | AID 540275, 2011; in the data active = activation above about 80%; inconclusive = between about 30% and that limit; note: 0% is about no effect
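Cells expressing TRPV1 were dye-loaded with Fluo-8 and read kinetically: 10 s baseline, 3 min after compound (agonist portion), then 2 min after EC20 capsaicin (allosteric enhancer portion). Calcium-bound dye fluorescence at 480/520 nm.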
B2AR arrestin: qHTS assay of beta-arrestin-biased ligands of beta2-adrenergic receptor; Potency, µM (top dose mostly 46.1 µM), without a hit: at the top dose activation, usual class: activators; hit rate 0.02% among 330,000; beta-arrestin recruitment to beta2AR, cell-based reporter;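 note: potency is the fitted concentration of half-maximal effect; 0% = DMSO controls and full agonism = EC100 isoproterenol or metaproterenol; nearly all actives have a fitted effect of over 65% in size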
Giardia killer: Small Molecules that selectively kill Giardia lamblia: qHTS; hit rate 0.15% among 340,000; activity change, % at 7.66 µM, hits read low; Giardia lamblia trophozoite viability; in the data active = activity change below about -80%; inconclusive = between about -30% and that limit;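 note: parasites exposed to compound for two days anaerobically before the ATP read; % is set by controls: 0 for no effect and ±100 for the full control effect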
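Giardia lamblia trophozoites (100 cells/well) were incubated with compounds for 48 h at 37 deg C under anaerobic conditions. Viability was read as ATP content by one-step luminescence after 15-30 min at room temperature.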
CXXC DNA block: qHTS Fluorescence Polarization Assay for Inhibitors of MLL CXXC domain - DNA interaction; hit rate 0.037% among 290,000; MLL-CXXC / FITC-HOXA9 DNA fluorescence polarization; Potency, µM (top dose mostly 115 µM), inactives show top-dose activity change, negative = inhibition, most hits filed as inhibitors; Histone-lysine N-methyltransferase 2A (Homo sapiens), Q03164; active = well fitted inhibition curve with a large enough effect in the polarisation, with a control signal flat, not every such curve was filed as active; inconclusive = small, poorly fitted or top-dose-only effect, or effect the other way, or a change in a side signal; inactive = no such curve, though single readings can be large or run the other way; the % refers to the polarisation; note: potency is the fitted concentration of half-maximal effect
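Steps: dispense CXXC domain solution (7 uM) → pin compounds or unlabeled HOX-A9 DNA control → 5 min ambient → add FLSN-HOX-A9 solution (50 nM) → spin → 30 min ambient → fluorescence polarization. Tris pH 7.5/NaCl/DTT/BSA buffer.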
KCNH2 WT inh: qHTS for Inhibitors of KCHN2 3.1: Wildtype qHTS; activity change, % at 1.84 µM; U2OS, BacMam KCNH2, thallium flux FluxOr; active compounds read low; hit rate 0.37% among 340,000; Voltage-gated inwardly rectifying potassium channel KCNH2 (Homo sapiens), Q12809; AID 720551, 2013;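 active = maximum activity change below -70%; inconclusive = maximum activity change between -70% and -50%; inactive = maximum activity change above -50%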; note: % is set by controls: 0 for no effect and ±100 for the full control effect
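U2OS cells were transduced with wild-type KCNH2 virus (2.03 x 10^8 / mL) for 4 h at room temperature, then cultured overnight at 37 C. Thallium flux was read with FluxOr dye. Rate constants were normalized to DMSO controls.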
USP2a block: qHTS Assay for Inhibitors of Ubiquitin-specific Protease USP2a Using CHOP2 as the Reporter; Potency, µM (titrated, usually from 38.3 µM), without a hit: at the highest dose activity change, negative = inhibition, usual class: inhibitors; hit rate 0.01% among 330,000; AID 463254, 2010; Ubiquitin carboxyl-terminal hydrolase 2 (Homo sapiens), O75604; USP2 core, Ub-CHOP2 coupled fluorogenic reporter, 485/531;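 note: potency is the fitted concentration of half-maximal effect; plate controls were DMSO wells for no effect and full inhibition by NEM control for full effect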
Target sequence (O75604 whole entry, looked up): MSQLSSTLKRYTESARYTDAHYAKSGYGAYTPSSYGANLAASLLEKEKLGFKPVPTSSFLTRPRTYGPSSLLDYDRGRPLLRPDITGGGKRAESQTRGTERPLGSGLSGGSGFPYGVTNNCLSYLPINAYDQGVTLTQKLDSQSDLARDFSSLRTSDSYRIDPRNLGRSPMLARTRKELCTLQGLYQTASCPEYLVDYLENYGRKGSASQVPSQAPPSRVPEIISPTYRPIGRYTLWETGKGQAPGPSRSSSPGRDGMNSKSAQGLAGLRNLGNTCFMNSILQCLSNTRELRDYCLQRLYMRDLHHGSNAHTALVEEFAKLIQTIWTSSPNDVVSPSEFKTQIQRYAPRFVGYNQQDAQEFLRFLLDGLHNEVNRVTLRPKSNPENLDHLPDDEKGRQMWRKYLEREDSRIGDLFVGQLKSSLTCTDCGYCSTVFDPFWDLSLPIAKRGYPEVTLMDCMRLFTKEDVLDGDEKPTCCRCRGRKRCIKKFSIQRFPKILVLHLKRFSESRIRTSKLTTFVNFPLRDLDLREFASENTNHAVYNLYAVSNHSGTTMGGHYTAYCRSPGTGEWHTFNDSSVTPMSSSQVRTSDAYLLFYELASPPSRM
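Cell-free coupled assay: 10nM USP2 core preincubated 30min RT with compound in Tris-HCl pH 8.0/CaCl2/CHAPS buffer, then 25nM Ub-CHOP2 and 25nM reporter substrate; fluorescence (Ex 485/Em 531) read after 60min RT, normalized to NEM inhibition, concentration-response curves fitted.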
GALK inhibitor: qHTS Assay for Inhibitors of Human Galactokinase (GALK); P51570; Potency, µM (series often up to 57.5 µM), for inactives: top-dose activity change, negative = inhibition, most hits filed as inhibitors; Purified GALK, Kinase-Glo residual ATP luminescence; hit rate 0.007% among 270,000; note: potency is the fitted concentration of half-maximal effect; % is set by controls: 0 for no effect and ±100 for the full control effect
Target sequence (P51570 whole entry, looked up): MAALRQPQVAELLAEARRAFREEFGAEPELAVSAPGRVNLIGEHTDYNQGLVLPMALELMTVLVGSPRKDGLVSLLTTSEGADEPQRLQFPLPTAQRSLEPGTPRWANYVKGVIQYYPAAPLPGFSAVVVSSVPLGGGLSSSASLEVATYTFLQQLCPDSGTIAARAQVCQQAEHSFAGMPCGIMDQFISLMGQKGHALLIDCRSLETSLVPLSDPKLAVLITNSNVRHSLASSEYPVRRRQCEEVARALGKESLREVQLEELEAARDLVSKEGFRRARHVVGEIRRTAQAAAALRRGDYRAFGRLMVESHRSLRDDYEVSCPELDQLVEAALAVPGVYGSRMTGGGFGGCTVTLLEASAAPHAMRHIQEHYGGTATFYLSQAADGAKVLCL
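GALK at 5 nM final was combined with compound, 35 uM ATP and 100 uM galactose in HEPES pH8.0 with MgCl2 and DTT. The reaction ran one hour at room temperature before luminescent ATP detection.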
Menin MLL FP TR: qHTS Assay for Inhibitors Targeting the Menin-MLL Interaction in MLL Related Leukemias: Competition With Texas Red Labeled MLL-derived Mutant Peptide; Menin + Texas Red MLL mutant peptide, fluorescence polarization; Potency, µM (highest dose often 61.6 µM), without a hit: top-dose FP activity change, negative = inhibition, most hits filed as inhibitors; hit rate 0.23% among 270,000; active = well fitted inhibition curve with a large enough effect in the polarisation, with a control signal flat, not every such curve was filed as active; inconclusive = small, poorly fitted or top-dose-only effect, or effect the other way, or a change in a side signal; inactive = no such curve, though single readings can be large or run the other way; the % refers to the polarisation; note: potency is the fitted concentration of half-maximal effect; % of control where 0% means no effect; many of its hits are not listed in these tables
PKM2 activator: qHTS Assay for Activators of Human Muscle isoform 2 Pyruvate Kinase; Pyruvate kinase PKM (Homo sapiens), P14618; purified PKM2, Kinase-Glo ATP luminescence, activation; response scale: 0% is enzyme alone, no compound; Potency, µM (series often up to 57.5 µM), for inactives: at the top dose activation, hits mostly activators; hit rate 0.34% among 260,000; AID 1631, 2009; note: potency is the fitted concentration of half-maximal effect; % is set by controls: 0 for no effect and ±100 for the full control effect; nearly all actives have a fitted effect of over 55% in size
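Purified hPK-M2 (>95%) run at intermediate activity with 0.1 mM ADP and 0.5 mM PEP in 50 mM imidazole pH 7.2, KCl, MgCl2; 1 h room temperature. ATP formed read by Kinase-Glo luminescence; normalized to uninhibited and no-enzyme controls.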
KCNH2 3.1 inh: qHTS for Inhibitors of KCHN2 3.1: Mutant qHTS | activity change, % (tested at about 1.8 µM) | U2OS KCNH2 3.1, thallium flux FluxOr; active compounds read low | hit rate 0.95% among 340,000 | Potassium voltage-gated channel subfamily H member 2, brain isoform KCNH2 3.1 (human);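 active = maximum activity change below -70%; inconclusive = maximum activity change from -70% to -50%; inactive = maximum activity change above -50%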;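 note: thallium influx rate constant from kinetic fluorescence after stimulation buffer; % is set by controls: 0 for no effect and ±100 for the full control effect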
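Kinetic fluorescence (2 min after stimulation buffer) measures Tl+ influx through KCNH2 3.1 expressed by viral transduction in U2OS cells; the rate constant is normalized against DMSO controls serving as positive and negative references.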
* = called active by the depositor; ? = inconclusive; . = no result given; & = joins results of further samples; [ ] = another dose, or the depositor's remark. Unless noted, calls come from the whole dose curve; as a rule, active = well fitted curve in the direction sought with a large enough effect; inconclusive = small, poorly fitted or top-dose-only effect, or another doubt; inactive = no such curve, though single readings can be large; an effect the other way counts as inactive or inconclusive. An excerpt (hit frequency here may not be typical).

SMILES	Coupling enz	TRPV1 ag	B2AR arrestin	Giardia killer	CXXC DNA block	KCNH2 WT inh	USP2a block	GALK inhibitor	Menin MLL FP TR	PKM2 activator	KCNH2 3.1 inh
Cn1ccsc1=NC(=O)c1ccc(S(C)(=O)=O)cc1	0	-5	-0.2%	10	-4%	-8	0%	11%	-1%	-15%	37
O=[N+]([O-])c1ccc(OC/C=C2\Oc3ccc([N+](=O)[O-])cc3C2N2CCOCC2)cc1 (stereo unspecified)	-2	0	0.4%	13	-1%	14	-5%	-2%	-4%	-10%	-27
Cc1c(NCc2cc(Cl)cc(Cl)c2O)c(=O)n(-c2ccccc2)n1C	1	7	0.2%	-1	109%[activator]	17	-2%	1%	1%	2%	-11
CSc1ccccc1C(=O)Nc1cc2c(cc1C(=O)O)OCCCO2	9	0	-0.4%	6	-7%	8	0%	0%	?	.	-6
CCOCCCNC(=O)C1(O)c2cc(Br)ccc2NC(=O)N1c1cccc(OC)c1 (stereo unspecified)	0	-4	0.0%	-13	12%	0	3%	3%	-10%	.	8
CCCCNS(=O)(=O)c1ccc2nc(SCC(N)=O)[nH]c2c1	0	2	-0.3%	20	0%	-16	14%	0%	.	7%	23
COc1ccc(C(C(=O)NC2CCCC2)N2CCc3ccccc32)cc1 (stereo unspecified)	0	15	-0.3%	-2	-1%	3	1%	2%	-17%	?	-4
COc1ccc(S(=O)(=O)N2CCC3(CC2)OCCN3S(=O)(=O)c2cccs2)cc1OC	.	0	-0.5%	-18	.	-2	1%	.	.	.	2
C/C(=N\NC(=O)c1ccc(=O)[nH]n1)c1cccnc1	1	20	0.3%	30[activator]	-2%	-1	-12%	0%	2%	7%	8
COc1cc(/C=N/NC(=O)c2ccc(CSc3nc4ccccc4[nH]3)cc2)ccc1O	-3	0	0.5%	-11	0%	-4	-2%	-2%	?	4%	-1
O=C(CSc1cn(Cc2cccc(F)c2)c2ccccc12)NCc1ccc(F)cc1	4	?	-1.6%	-16	6%	-1	0%	.	10%	-12%	-17
CS(=O)(=O)c1ccc(N2CCN(c3ccccn3)CC2)c([N+](=O)[O-])c1	1	4	-0.9%	1	2%	3	1%	1%	9%	1%	-5
COc1ccc(C(=O)Cn2c(=O)oc3ccc(C)cc32)cc1	0	7	0.2%	-15	7%	-10	5%	1%	5%	.	7
COC(=O)c1sccc1NC(=O)Nc1ccccc1Cl	.	27	-0.2%	-8	14%	-4	1%	-2%	.	-6%	5
COc1ccccc1Oc1ccc(S(=O)(=O)N2CCCC2)cc1	1	1	-0.8%	6	5%	8	-3%	-3%	10%	0%	1
CC(C)CC(=O)NC(NC(=S)Nc1cccc2cccnc12)C(Cl)(Cl)Cl (stereo unspecified)	-5	7	-0.5%	9	-1%	2	-1%	-2%	7%	3%	-5
C=CCNC(=O)c1onc(CSc2cc(C)ccc2C)c1C(=O)O	3	-3	-0.1%	2	3%	10	1%	-4%	18%	0%	11
CCOc1ccccc1N(C(=O)CNC(=O)c1ccco1)C(C(=O)NC1CCCC1)c1cccnc1 (stereo unspecified)	4	0	-0.6%	2	0%	1	6%	-1%	-5%	0%	6
CC(=O)Nc1ccc(NC(=O)COC(=O)c2ccco2)cc1	4	-3	-1.1%	12	14%	.	1%	1%	9%	0%	-1
CCc1ccc(CCC(=O)Nc2ccc(C(C)=O)cc2)o1	7	?	0.4%	-6	14%	6	3%	0%	19%	17%	-3
O=C(COc1ccccc1)N(Cc1cccc(F)c1)C1CCS(=O)(=O)C1 (stereo unspecified)	.	2	-0.2%	0	-4%	6	2%	5%	.	.	0
CN(C)c1ccc(C(=O)NNC(=O)Nc2ccccc2)cc1	2	-1	0.2%	11	-1%	4	4%	0%	3%	-3%	19
COc1ccc(CNC(=O)CCn2nc(C)c3c(C)n(-c4ccccc4)nc3c2=O)c(OC)c1	-1	0	-1.0%	-16	7%	-8	2%	-1%	-1%	-8%	34
COc1ccccc1CN1CC(C(=O)NC2(c3ccccc3)CC2)CCC1=O (stereo unspecified)	0	-1	5.1%	12	-12%	-5	1%	4%	-23%	0%	7
N=c1sccn1CC(=O)NC(c1ccccc1)c1ccccc1	0	-2	0.1%	29	3%	60	-2%	-2%	5%	-4%	-15
CC(=O)Oc1cc(O)c2c(c1)OC(c1ccc(OC(C)=O)c(OC(C)=O)c1)C(OC(C)=O)C2=O (stereo unspecified)	4	-1	-0.3%	9	24%	-7	3%	2%	?	.	-1
COc1ccc(/C(O)=C2/C(=O)C(=O)N(CCN(C)C)C2c2ccc(C)cc2)cc1Cl (stereo unspecified)	14	17	-0.1%	16	-11%	6	-1%	3%	5%	3%	-3
O=C(NCCCCc1ccccc1)Nc1cccc(F)c1	2	?	-0.8%	7	-2%	6	0%	-3%	29%	-3%	-17
C#CCNC(=O)C1=C[C@H](c2ccc3c(c2)OCO3)[C@@H](CCCO)[C@H](OCC)O1	0	0	0.0%	22	-15%	2	1%	7%	-10%	0%	1
CC1=CS/C(=C(/C#N)C(=O)N2CCCCC2)N1c1ccccc1	-2	-3	-0.3%	2	-1%	2	0%	-5%	-19%	3%	-8
Cc1ccc(NC(=O)Nc2ccc3c(c2)CCC3)cc1	.	1	0.1%	-15	16%	-5	-1%	-6%	.	-6%	10
O=C(Cn1cc(C(=O)COc2ccccc2)c2ccccc21)NCc1ccco1	-9	5	0.0%	1	39%[activator]	-4	2%	-2%	-6%	13%	-16
N#Cc1ccc(Cn2c(=O)oc3ccccc32)cc1	-1	-3	0.5%	-2	17%	0	5%	1%	8%	.	-15
COc1ccc(NC(=S)NN2C(C)CCCC2C)cc1 (stereo unspecified)	3	4	-0.4%	-18	6%	-20	3%	0%	-9%	-2%	19
CCCCCCN(C(=O)CCCCCN1C(=O)NC(c2ccc(-c3ccccc3)cc2)C(C(=O)OCc2ccccc2)=C1C)C(C)C(=O)NCCCC (stereo unspecified)	-4&-1	7	-0.8%	.	12%	.	0%	.	-4%&-12%	-1%&-3%	.
Cc1nc2ccccc2c(=O)n1CCCN1CCOCC1	0	1	-0.3%	-4	-4%	-1	-3%	1%	.	1%	-8
Cc1cc(C)nc(SCc2nc3nc(C)cc(C)n3c2Br)n1	0	2	-0.1%	8	-3%	4	-2%	-2%	-16%	5%	11
OCCNCCCCOc1ccc(F)cc1	6	-1	0.4%	5	6%	-6	-1%	0%	16%	1%	-24
COc1ccc(N=C(C)C2=C(O)c3ccccc3C2=O)cc1	0	28	0.3%	-12	3%	-11	-1%	1%	-14%	-1%	-1
O=C(C[n+]1ccn(CCCNP2(=O)C=C(c3ccccc3)OC(c3ccccc3)=C2)c1)c1cccs1	5	2	-1.1%	5	1%	-41	0%	1%	?	5%	-37
Cc1ccc(S(=O)(=O)NCC(=O)N(CC(=O)NCc2ccco2)C2CCCC2)cc1	1	8	-0.1%	-17	-23%	-3	-4%	1%	-25%	0%	-12
N#CC1=C2SCN(Cc3ccco3)CN2C(=O)CC1c1c(F)cccc1Cl (stereo unspecified)	-25	0	-0.1%	-20	1%	1	1%	2%	-6%	-13%	10
CC(C)(C)NC(=O)C(Cc1ccccc1)NS(=O)(=O)c1ccc2c(c1)CCC(=O)N2 (stereo unspecified)	1	-2	0.2%	-7	5%	-3	4%	-2%	36%[activator]	2%	9
O=C(CCSCCc1ccccn1)Nc1c(F)cc(F)cc1Br	0	2	-0.7%	-4	11%	3	4%	1%	-4%	-2%	23
O=C(Nc1ccc(Cl)cn1)c1cc2c(s1)-c1ccccc1OC2	0	.	-0.5%	-27	5%	.	1%	1%	.	-3%	-8
COc1cc(/C=N\NS(=O)(=O)c2ccccc2)cc(OC)c1OC	-8	-5	-0.7%	-10	-1%	7	2%	-2%	4%	3%	1
O=[N+]([O-])c1cc(/C=N/O)ccc1SCc1ccccc1Cl	-2	9	0.0%	11	3%	6	5%	-4%	?	-7%	-16
